From PubChem
FN deposition inh – fibronectin deposition inhibition | AH1F fibroblasts, Alexa488-fibronectin deposition fluorescence, overnight | inhibition, % at 12.6 µM | 0.086% of 350,000 active | AID 743247;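 active = mean inhibition across replicates of 30% or more, regardless of how many single replicates reach that level; inconclusive = mean under 30% yet at least half of replicates reach 30%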;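 note: positive control wells lacked labelled fibronectin entirely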
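Assay system: AH1F fibroblasts assembling fluorescent fibronectin matrix; Amount: 10000 AH1F cells per well; Buffer or medium: DMEM, 2% serum; Probe or stimulus: Alexa488-fibronectin, 24 nM final in well; Doses: single compound dose, delivered by pin transfer; Incubation: 1 h adhesion, overnight exposure; Measured by: fluorescence 485/525 nm; Read-out: fibronectin deposition inhibition.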
SIRT5 inh – blocks human SIRT5 desuccinylation of peptide; Purified SirT5, succinyl-peptide AMC, trypsin-coupled fluorescence; inhibition, % at 15 µM; 1.1% of 330,000 active; AID 652115; in the data active = inhibition above about 15%; inconclusive = no clear call, values can overlap the other calls
Target sequence (Q9NXA8 whole entry, looked up): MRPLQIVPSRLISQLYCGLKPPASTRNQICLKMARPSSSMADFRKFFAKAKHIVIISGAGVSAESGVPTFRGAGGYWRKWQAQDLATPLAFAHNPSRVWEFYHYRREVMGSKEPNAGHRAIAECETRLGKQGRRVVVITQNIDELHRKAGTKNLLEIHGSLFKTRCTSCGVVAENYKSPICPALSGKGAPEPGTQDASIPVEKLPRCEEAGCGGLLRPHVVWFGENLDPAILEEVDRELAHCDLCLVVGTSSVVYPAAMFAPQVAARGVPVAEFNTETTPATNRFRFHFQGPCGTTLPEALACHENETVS
CASP6 VEID inh – caspase-6 (human) enzyme inhibition. purified caspase-6, Z-VEID-R110 cleavage fluorescence. inhibition, % at 12.5 µM. 0.53% of 350,000 active;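 active = mean inhibition across replicates at least about 35%, with every replicate also reaching that limit, limit read from the data; inconclusive = only one of the two criteria met; inactive = neither criterion met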;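 note: 0% = median of neutral control wells and 100% = no fluorescence left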
Target sequence (P55212 24-179 limits assumed): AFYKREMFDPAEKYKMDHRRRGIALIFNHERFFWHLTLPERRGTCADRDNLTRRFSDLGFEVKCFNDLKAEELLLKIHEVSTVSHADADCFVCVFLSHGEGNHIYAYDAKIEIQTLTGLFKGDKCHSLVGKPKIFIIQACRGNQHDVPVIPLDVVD
Target sequence (P55212 194-293 limits assumed): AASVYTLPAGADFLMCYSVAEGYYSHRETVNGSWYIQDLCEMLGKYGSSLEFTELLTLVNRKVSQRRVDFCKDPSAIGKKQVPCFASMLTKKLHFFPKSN
LGR2 inh – Drosophila LGR2 receptor signaling inhibition. HEK293 LGR2, CRE-luciferase, bursicon-stimulated, 4 h. inhibition, % at 9.99 µM. 0.35% of 380,000 active. AID 720647;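 active = drop in luminescence signal, shown as inhibition above about 50% in the replicate tests, limit read from the data, passing the limit was not always enough; inconclusive = probably only some replicates passing the limit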;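 note: agonist challenge used bursicon conditioned medium at about half maximal strength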
esBAF inh – blocks esBAF chromatin remodeling in mouse ES cells | Bmi1-luciferase knock-in reporter, 24 h; 100% = twice the neutral-well signal | reporter increase, % at 12.5 µM | 2% of 350,000 active | AID 602393; in the data active = activation above about 40%; inconclusive = no clear call, values can overlap the other calls;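 note: 0% = median of the plate's neutral control wells and 100% = double that signal; a rise in the Bmi1 reporter signal indicates esBAF inhibition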
Statin myotox sup – suppression of simvastatin myotoxicity. C2C12 myotubes + simvastatin, ATP luminescence, 48 h; scaled: DMSO 0, geranylgeraniol control 100. 0.78% of 330,000 active. rescue of ATP level, % at 7.49 µM;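 active = mean ATP rescue above about 67%, or every replicate alone reaching that limit, limit read from the data, passing the limit was not always enough; inconclusive = no clear call, values can overlap the other calls; inactive = mean under the limit and some replicate under it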;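 note: myotubes were challenged with 10 µM simvastatin during compound exposure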
S100A4 inh HTS – inhibitors of human S100A4 binding to myosin IIA peptide; S100A4/TAMRA-MyoIIA peptide fluorescence polarization; inhibition, % at 10.7 µM; 0.14% of 360,000 active;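 active = mean inhibition of at least 70% across replicates, with every replicate also reaching that level; inconclusive = mean inhibition reaches 70% but some replicates fall short; inactive = mean inhibition below 70%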
Target sequence (P26447 whole entry, looked up): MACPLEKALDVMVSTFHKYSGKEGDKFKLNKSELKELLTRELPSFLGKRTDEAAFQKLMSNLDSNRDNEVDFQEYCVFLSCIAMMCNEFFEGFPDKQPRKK
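Test system – S100A4 monomer (human) · Compound – single-point compound testing · Schedule – 5 min incubation before reading · Probe or stimulus – TAMRA-labelled myosin IIA heavy-chain peptide probe, 5 nM · Benchmarks – neutral control DMSO, positive control TFP · Medium – Calcium-containing HEPES buffer, pH 7.2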
Numbers without * were called inactive; ? = inconclusive; / = no result given; & = joins results of further samples. Some of the compounds tested, so the mix of outcomes need not match the whole.

Fields – FN deposition inh	SIRT5 inh	CASP6 VEID inh	LGR2 inh	esBAF inh	Statin myotox sup	S100A4 inh HTS
C[C@H]1CCCCO[C@H](CN(C)Cc2ccncc2)[C@@H](C)CN([C@@H](C)CO)C(=O)c2cc(NC(=O)CCCN(C)C)ccc2O1
→ /	4	-7	4	-8	-17	6
CC=Cc1ccc2n(c1=O)C[C@@H]1[C@@H](CO)[C@H](C(=O)NCc3ccccc3Cl)N(S(C)(=O)=O)[C@H]21 (mixture of isomers)
→ 2	-10	0	-18	2	-24	4
COc1ccc(CNC(=O)O[C@H]2Cn3c(=O)ccc(=O)n3[C@@H]3CN(S(=O)(=O)c4ccc(C)cc4)C[C@]23O)cc1OC
→ -1	-6	1	6	-4	-10	-2
O=C1CCSc2cccc3cccc(c23)N1
→ /	-1	1	0	-5	1	2
CCOC(=O)COc1cccc2c(=O)n(CC(=O)N3CCCCC3)ccc12
→ 2	-4	-2	-2	/	/	-1
COc1cc(/C=C2\SC(N)=NC2=O)cc(OC)c1
→ 3	0	-1	2	-15	-3	3
O=C(C[C@H]1C=C[C@@H](NC(=O)c2ccncc2)[C@@H](CO)O1)NCCc1ccncc1
→ -10	0	0	-8	5	0	6
Cn1c(=NC(=O)C2CCCCC2)sc2cc([N+](=O)[O-])ccc21
→ -7	-3	-9	-50	/	/	-1
C[C@@H]1CN([C@H](C)CO)C(=O)c2cc(NC(=O)Cc3cn(C)c4ccccc34)ccc2O[C@@H]1CN(C)S(=O)(=O)c1ccccc1
→ /	-1	2	/	-4	14	4
C[C@H](CO)N1C[C@H](C)[C@@H](CN(C)Cc2ccncc2)Oc2ccc(NS(=O)(=O)c3cccs3)cc2C1=O
→ /	-8	/	/	-3	-8	1
N=c1c(C(=O)NCc2ccccc2)cc2c(=O)n3ccccc3nc2n1Cc1ccco1
→ 2	-7	-1	?	/	/	-2
COc1ccc2c3c(n(C)c2c1)[C@@H](CO)N(C(=O)Cc1ccccn1)CC31CN(C)C1
→ /	/	0	-1	/	/	-41
CCC(O)(CC)C(=O)N(Nc1ccc(C)cc1)c1ccc(C)cc1
→ -3	-11	3	0	2	2	1
Fc1cc(Br)ccc1COc1ccc(-c2nnco2)cc1
→ 2	0	-5	-63	55*	6	4
Cc1ccc(C(=O)NCC(c2ccc(F)cc2)N2CCOCC2)s1 (stereo not drawn)
→ 18	2	0	0	-3	8	-3
COc1cccc(CNc2ccc3[nH]c(=O)[nH]c3c2)c1OCc1ccccc1F
→ 5	2	0	5	-3	19	-2
O=C(c1ccc(Cl)cc1)N1CCC(N2CCC(C(=O)N3CCOCC3)CC2)CC1
→ 2	0	-3	2	-6	20	-17
O=C(C[C@H]1C[C@@H]2c3cc(NC(=O)C4CCC4)ccc3O[C@@H]2[C@@H](CO)O1)NCc1ccccc1F
→ -11	-2	2	5	12	1	4
COC(=O)c1cc(S(=O)(=O)N2CCCC2=O)c(Cl)cc1Cl
→ 6	-1	6	12	0	-2	-1
CCOc1ccc(CCNC(=O)CS(=O)Cc2nc(-c3ccc(C)cc3)oc2C)cc1 (stereo not drawn)
→ -3	4	1	3	-2	16	-1
COCC#Cc1ccc2c(c1)O[C@@H](CN(C)S(=O)(=O)c1cccc(F)c1)[C@H](C)CN([C@@H](C)CO)S2(=O)=O
→ 9	3	1	9	-1	-31	12
O=C(CN1C(=O)c2cccc3cccc1c23)NC1CCCC1
→ 9	3	-4	1	5	13	-6
CC(C)(C)C(=O)Nc1ccc(N2CCN(C(=O)c3cccs3)CC2)cc1
→ -8	/	-1	-30	4	3	-1
O=C(Nc1nnc(C2=COCCO2)o1)c1cccc(C(F)(F)F)c1
→ /	-2	5	-9	/	/	2
CCOc1ccc(-n2c(N)c(C(=O)NCc3ccco3)sc2=S)cc1
→ 2	/	/	/	-3	10	/
C[C@H](CO)N1C[C@H](C)[C@H](CN(C)S(C)(=O)=O)Oc2c(NC(=O)Nc3ccc(F)cc3)cccc2C1=O
→ /	1	-3	-6	-2	5	-6
Cc1ccc(C(=O)N2CCCN(c3nc4cc5c(cc4cc3C#N)OCO5)CC2)cc1
→ -3	-9	1	-2	-1	-4	-3
CCCCCCCC(=O)N/N=C/c1ccncc1
→ -10	-3	1	0	/	/	-3
CCOCC(=O)N1CCN(Cc2ccc3c(c2)OCO3)CC1
→ 0	-1	-4	3	0	2	-4
C=CCn1c(Sc2nncn2C)nc2c1c(=O)[nH]c(=O)n2C
→ 13	/	/	/	0	0	/
C[C@H]1CN([C@@H](C)CO)C(=O)c2cccc(NC(=O)C3CCCCC3)c2O[C@@H]1CN(C)Cc1ccncc1
→ /	-1	-1	8	1	-1	2
COc1ccc(NC(=O)CN(c2ccc(OC)c(Cl)c2)S(=O)(=O)c2ccccc2)cc1
→ -13	1	-3	3	-10	32	-10
CC1CCN(c2nc3c(c(=O)n(C)c(=O)n3C)n2Cc2ccccc2)CC1
→ /	-2	4	24	-2	-6	-2
CNC[C@H]1Oc2c(NS(=O)(=O)c3ccccc3)cccc2C(=O)N([C@H](C)CO)C[C@@H]1C
→ 1&0	3&-5	0&2	-13&-4	-3&-3	8&0	14&0
O=C1OCCC1Sc1nnc(-c2cccs2)n1Cc1ccccc1 (stereo not drawn)
→ /	-4	1	0	/	/	1
Cc1ccc(-c2ccc([C@H]3[C@@H](CO)N4CCCCN(C(=O)Nc5cccc(F)c5)C[C@H]34)cc2)cc1
→ /	3	3	12	/	/	-10
COc1ccc(NC(=O)N2C[C@H](O)COC[C@H]3O[C@@H](CC(=O)N4CCCCC4)CC[C@@H]32)cc1
→ -3	-2	2	-18	0	12	-3
Cc1cc(F)ccc1NC(=O)c1cc(S(=O)(=O)N2CCOCC2)cn1C
→ -1	-2	1	6	-2	6	0
CC(C)(C)C(=O)Nc1ccc(-c2nnc3n2CCCCC3)cc1
→ 18	-2	-2	7	-4	3	-1
C[C@H](CO)N1C[C@H](C)[C@@H](CN(C)C(=O)c2cnccn2)Oc2ncc(Br)cc2C1=O
→ -1&-9	2&0	6&0	12&-6	5	3	-3&8
O/N=C1\CCCc2ccccc21
→ -1	-4	0	15	/	/	4
Cc1cc(=O)[nH]c(N/N=C/C2=C(N3CCOCC3)C(=C\c3ccc(Cl)cc3)/CC2)n1
→ 5	-1	15	-10	2	4	-4
O=C(Nc1cc(N2CCOCC2)ncn1)NC1(C(F)(F)F)Oc2ccccc2O1
→ 1	/	/	/	2	7	/
Cc1cccc(N2CCN(C(=O)c3ccc(S(=O)(=O)N(C)c4ccccc4)cc3)CC2)c1C
→ -9	-2	-5	/	-26	-16	-1
O=C(C[C@H]1CC[C@H](NC(=O)Nc2cc(F)ccc2F)[C@H](CO)O1)NCc1ccncn1
→ -5	-1	0	6	-2	0	0
O=C(c1ccccc1)N1CCN(c2cc(-c3ccccc3)nc3cc(-c4cccc(Cl)c4)nn23)CC1
→ -5	-14	1	4	-2	16	-12
O=C(c1ccccc1Br)N1CCN(c2ccc([N+](=O)[O-])c(N3CCOCC3)c2)CC1
→ /	8	6	-3	/	/	-6
Cc1ccc(C(=O)NCCCNc2ccc(C(F)(F)F)cc2[N+](=O)[O-])cc1
→ -1	0	-1	-2	/	/	1
Cc1ccc(NC(=O)CSc2ccc(S(=O)(=O)N3CCCC3)cn2)cc1F
→ -8	-4	0	-15	2	-66	6
O=C(C[C@H]1CC[C@@H]2[C@H](COC[C@H](O)CN2S(=O)(=O)c2cccc(Cl)c2)O1)NCCCN1CCOCC1
→ -8	1	-2	1	-5	6	37

(further entries)
Fields – FN deposition inh	SIRT5 inh	CASP6 VEID inh	LGR2 inh	esBAF inh	Statin myotox sup	S100A4 inh HTS
CC(=O)c1cc(C)ccc1OC(=O)c1ccco1
→ /	-2	-1	3	-7	9	-4
Cc1ccc(S(=O)(=O)N[C@H]2CC[C@@H](CCNS(=O)(=O)Cc3ccccc3)O[C@@H]2CO)cc1
→ 1	2	1	3	4	2	-2
CN(Cc1ccccc1)c1nc2nonc2nc1N1CCCC(CN2CCCC2=O)C1 (stereo not drawn)
→ 4	0	-1	12	-10	6	0
CC(=O)N1CCN=C1SCc1cccc(Cl)c1
→ 1	-7	4	2	-2	17	-2
COc1ccc(OCC(=O)NNC(=O)c2ccccc2OCc2c(C)noc2C)cc1
→ 3	-3	0	0	/	/	1
C[C@@H]1CCCCO[C@@H](CN(C)Cc2ccccc2)[C@H](C)CN([C@H](C)CO)C(=O)c2cc(NS(=O)(=O)c3cn(C)cn3)ccc2O1
→ 1	0	3	7	-4	/	17
CCC(=O)N1CCN(c2ccc(NC(=S)NC(=O)c3cc4ccccc4o3)cc2)CC1
→ -10	0	0	10	9	-15	3
COc1ccc(CN(C)C[C@H]2Oc3ccc(NC(=O)Nc4ccccc4)cc3C(=O)N([C@H](C)CO)C[C@@H]2C)cc1
→ /	5	/	9	-7	-11	8
COc1ccc2oc(C(=O)Nc3ccccc3N3CCOCC3)c(C)c2c1
→ 4	-4	-3	-3	/	-1	-6
CSc1ncccc1C(=O)OCC(=O)Nc1ccc(Cl)cn1
→ -3	5	-1	-7	5	-1	-1
CS(=O)(=O)N1CCCC(C(=O)c2cccc(Cl)c2)C1 (stereo not drawn)
→ -7	15	6	15	/	/	-1
CC(NC(=O)c1cc(=O)[nH]c2ccccc12)c1ccc(F)cc1F (stereo not drawn)
→ 20	-1	0	-5	-5	2	-7
CCc1ccc(-c2nc(CS(=O)CC(=O)NC3CCCCCC3)c(C)o2)cc1 (stereo not drawn)
→ -1	0	6	5	3	-9	-4
COc1ccc(N2C(=O)CC(N(Cc3ccco3)C(=O)CCC(=O)O)C2=O)cc1 (stereo not drawn)
→ 2	1	4	/	4	-2	-6
COc1ccccc1N1CCN(S(=O)(=O)CCNC(=O)c2ccco2)CC1
→ -9	/	1	30	-4	6	-3
O=C(COC(=O)/C=C/c1ccc(F)cc1)Nc1ccccc1-c1ccccc1
→ 3	-2	1	14	/	/	-4
Cc1noc(C)c1C(=O)N1CCC2(CC1)Oc1ccc(F)cc1C(=O)C21CC(c2ccc(Cl)cc2)=NO1 (stereo not drawn)
→ 19	-1	5	/	-7	-30	-2
CCC(=O)Nc1ccc2c(c1)OC[C@@H](C)N(C(=O)COC)C[C@H](C)[C@H](OC)CN(C)C2=O
→ 0	4	-2	4	2	2	-8
Cc1ccc(-c2nn(-c3ccc(F)cc3)cc2C(=O)N(C)CC(=O)Nc2ccc(N3CCOCC3)cc2)cc1
→ 0	-4	-5	-17	0	-5	-9
CCOc1ccc(N(CC(=O)Nc2ccc(C)c(C)c2)S(=O)(=O)c2c(C)noc2C)cc1
→ 2	/	0	16	9	17	-3
CN(C(=O)CSc1nc2cc(Cl)ccc2c(=O)n1Cc1ccco1)C1CCS(=O)(=O)C1 (stereo not drawn)
→ -2	-2	7	-11	/	/	-5
CCc1c(C)c(C#N)c2nc3ccccc3n2c1NCc1ccco1
→ /	/	/	-11	6	6	/
Cc1nn(CC(=O)c2cccc(Cl)c2)c(C)c1[N+](=O)[O-]
→ -1	-1	-1	13	/	/	0
CN1CCN(S(=O)(=O)c2cc(Cl)c(Cl)cc2Cl)CC1
→ -2	-2	1	-6	-2	-7	5

esBAF inh: entries above that show a hit.
Molecule	SIRT5 inh	CASP6 VEID inh	LGR2 inh	esBAF inh	S100A4 inh HTS
Fc1cc(Br)ccc1COc1ccc(-c2nnco2)cc1	0	-5	-63	55*	4
